# RMI FANCM FP – RMI-FANCM interaction inhibition; hit rate 0.58% among 70,000; FP signal (polarization) at 33 µM; Fluorescence polarization, RMI core complex with F-MM2 peptide; active compounds read low; in the data active = FP signal below about 40; also: inactives centre near 61; strong numbers were not always called active; unit not given here
# Starred values were filed as active, the others as inactive; & = joins results of further samples.
SMILES,RMI FANCM FP
CC(NC(=O)c1cnc2n(c1=O)CCS2)C12CC3CC(CC(C3)C1)C2 (stereo unspecified),60
O=S(=O)(c1ccc2c(c1)CCCC2)N1CCOC(c2ccccc2)C1 (stereo unspecified),64
COc1cc(C(=O)N2CCN(c3ccc(NCC4CCCO4)nn3)CC2)cc(OC)c1OC (stereo unspecified),51
c1ccc(CSc2nsc(=NC(=Nc3ccccc3)c3ccccc3)n2-c2ccccc2)cc1,62
O=C(/C=C/c1ccc([N+](=O)[O-])s1)Nc1ccccc1-c1nc2ccccc2o1,70
N[C@@H](CC(=O)OCc1ccccc1)C(=O)OCc1ccccc1,45
CCOc1ccc(N2C=Nc3ccc(OCC)cc3C2)cc1,51
Cc1cc(S(=O)(=O)N2CCOC23CCN(C(=O)c2ccc(Br)o2)CC3)ccc1F,55
Cc1sc(NC(=O)c2ccccc2F)c(CN2CCN(c3ccccc3F)CC2)c1C,58
CCOc1ccc(NC(=O)c2cc(-c3ccc(Cl)cc3)oc2C)cc1,70
CSc1ncccc1C(=O)NNc1cc(Cl)ccc1Cl,56
O=[N+]([O-])c1cccc(-c2csc(=Nc3ccccc3)n2N2CCOCC2)c1,55
COC(=O)c1sccc1OS(=O)(=O)c1ccc(C)cc1,56
CCn1c(=NS(=O)(=O)c2ccc(C)cc2)sc2c(C)ccc(OC)c21,81
COC(=O)c1scc(S(=O)(=O)C(C)(C)C)c1-n1cccc1,60
O=C(CN1CCN(S(=O)(=O)c2ccc(F)cc2)CC1)Nc1ccc(Cl)c(Cl)c1,79
CCc1ccc(N2CCN(S(=O)(=O)N(C)C)CC2)cc1,56
COCCN(CCOC)S(=O)(=O)c1ccc(C(=O)Nc2ccc3c(c2)C(=O)NC3=O)cc1,60
Cc1cc2oc3c(c(=O)c2cc1Cl)C(c1ccccc1F)N(CCCN(C)C)C3=O (stereo unspecified),77
Cc1cc2c(O)c(-c3ccccc3)c3sc(=O)oc3c2cc1C,51

# Part of the list above, as labelled records:
O=C(/C=C/c1ccc([N+](=O)[O-])s1)Nc1ccccc1-c1nc2ccccc2o1
  RMI FANCM FP: 70

CSc1ncccc1C(=O)NNc1cc(Cl)ccc1Cl
  RMI FANCM FP: 56

# The list goes on.
SMILES,RMI FANCM FP
CC(=O)c1ccc(NC(=O)CSc2nnc(Cc3ccccc3)c(=O)[nH]2)cc1,55
CCOC(=O)c1ccc(NS(=O)(=O)c2ccc(N3C(=O)CCC3=O)cc2)cc1,60
Cc1sc(N=Cc2ccco2)c(C#N)c1C,-16*
COc1ccc(-c2nc(CSc3nc4ccccc4c(=O)n3Cc3ccco3)c(C)o2)c(OC)c1,65
O=C(Cc1ccccc1)NCc1nnc(SCC(=O)N2N=C(c3cccs3)CC2c2ccc(F)cc2)n1CCc1ccccc1 (stereo unspecified),63
CCc1cccc(CC)c1N(COC)C(=O)Cn1c(CC)nc2ccccc21,65
O=C(CCCSc1ccc(F)cc1)Nc1nc(-c2ccc(F)cc2)cs1,60
CCCS(=O)(=O)N1CCc2ccc(NC(=O)c3cc4ccccc4oc3=O)cc2C1,63
O=C(CCCOc1ccc(Cl)cc1Cl)Nc1ccc(N2CCOCC2)cc1,66
Cc1cccc(/C=C/c2ccccc2)n1,51
CC(=O)c1cccc(NC(=O)CSc2ccc(NC(=O)c3ccccc3F)nn2)c1,69
O=C(NCCN1CCN(c2ccc(F)cc2)CC1)C1(c2ccccc2)CCOCC1,64
COc1ccccc1C(=O)C(O)c1ccccc1OC (stereo unspecified),59
C#CCn1c(=NC(=O)c2ccc(C)cc2C)sc2cccc(Cl)c21,91
CS(=O)(=O)c1ccc(C(=O)Nc2nc3cc4c(cc3s2)OCCO4)cc1,53
O=C(NNc1nc2c(F)cccc2s1)C1COc2ccccc2O1 (stereo unspecified),64
COC(=O)c1ccccc1NC(=O)Cn1ncn2nc(-c3ccc(Cl)cc3)cc2c1=O,78
O=C(NCC1CCN(C2CCCC2)CC1)c1ccc(F)c(F)c1,77
O=C(NCCCSCc1ccccc1)Nc1ncccn1,55
COc1ccccc1NC(=O)c1cncc(C#Cc2ccccc2)c1,55
Cc1cc(OC(=O)c2cccs2)c([N+](=O)[O-])c(=O)[nH]1,59
Cc1ccc2nc(N(Cc3cccnc3)C(=O)Cc3cccc4ccccc34)sc2c1,122
Cc1csc(SCC(=O)N2CCOCC2)n1,63
O=C(Nc1ccc(Cl)cc1)O/N=C1/CCCCC1Cn1ccnc1 (stereo unspecified),60
COCC(=O)Nc1ccc2c(c1)CN(C(=O)c1ccccc1)CC2,69
Cc1n[nH]c(C)c1S(=O)(=O)NCCOc1ccc2nnc(-c3ccccc3)n2n1,61
COc1cccc(CNC(=O)C(=O)Nc2ccc(F)c([N+](=O)[O-])c2)c1,52
Cc1cc(S(=O)(=O)N2CCN(c3ccc(-c4ccccc4)nn3)CC2)ccc1F,91
COc1ccc(NC(=O)C2CCN(c3cnc4ccccc4n3)CC2)cc1Cl,63
COc1ccc(-c2nc(N(C)c3ccccc3)[nH]c(=O)c2C#N)cc1,55
Cc1cc(=O)n2[nH]c(N)nc2n1,60
CCOc1ccc(NC(=O)Cn2c(C)cc(C)c(-c3nc(-c4cccc(Cl)c4)no3)c2=O)cc1,146
O=C(c1ccc(Cl)cc1)c1ccc(OC(=O)N2CCOCC2)cc1,65
CCOC(=O)N1CCC(NC(=O)Cc2cc(=O)[nH]c(SCc3ccc(F)cc3)n2)CC1,61
CC1CN(S(=O)(=O)c2ccc(C(=O)Nc3ccc(I)cc3)cc2)CC(C)O1 (stereo unspecified),59
COc1ccc(S(=O)(=O)N2CCC(C(=O)Nc3sccc3C(N)=O)CC2)cc1,57
CCOc1ccc(-c2ccc(=O)n(CCNC(=O)COc3ccc(C(=O)c4ccccc4)cc3)n2)cc1,73
O=C(c1ccc(=O)n(Cc2ccc(F)cc2)n1)N1CCc2ccccc21,64
Fc1ccc(-c2csc3ncnc(N4CCN(Cc5ccc6c(c5)OCO6)CC4)c23)cc1,78
O=C(O)CC(CC(=O)N1CCN(C(=O)c2ccco2)CC1)c1ccccc1 (stereo unspecified),59
Cc1cc(-c2nnc(-c3ccc(C(F)(F)F)cc3)o2)no1,60
Cc1sc(N)c(C(N)=O)c1C,15*
Cc1ccc(C)c(N2CCN(c3ccc(S(=O)(=O)Cc4ccc(Cl)cc4)nn3)CC2)c1,75
CCC(=O)Nc1ccc2c(c1)CN(C(=O)c1ccco1)CC2,66
CN1CCCc2cc(C(CNC(=O)C(=O)Nc3ccc(F)c(Cl)c3)N3CCCCC3)ccc21 (stereo unspecified),75
O=C(CSc1ccc2nnc(-c3ccncc3)n2n1)Nc1ccccc1F,58
Cc1oc2cc(OC(=O)N3CCOCC3)ccc2c(=O)c1-c1nc2ccccc2s1,65
O=[N+]([O-])C1=Cc2ccccc2OC1c1cccs1 (stereo unspecified),50
CC(=O)c1ccc(S(=O)(=O)NC2CC(=O)N(c3ccc(C)cc3)C2)cc1 (stereo unspecified),54
CN(C)S(=O)(=O)c1ccc(C(=O)NCc2nnc(SCc3ccc([N+](=O)[O-])cc3)o2)cc1,56
CCCc1cc(=O)[nH]c2nnc(SCC(=O)Nc3cccc(NC(C)=O)c3)n12,58
Cc1cc(NC(=O)C2CCCN2S(=O)(=O)c2cccs2)n(C(C)C)n1 (stereo unspecified),75
O=c1c2sccc2nc(SCc2nc(-c3ccc(C(F)(F)F)cc3)no2)n1C1CC1,98
Cc1ccc(C)c(NC(=O)CSc2nnc(-c3ccccc3)o2)c1,59
Cn1c(=NC(=O)c2ccc(C#N)cc2)sc2cc3c(cc21)OCO3,81
CCOc1cccc2cc(-c3csc(NC(=O)c4nc5ccccc5s4)n3)oc12,68
CS(=O)(=O)N1CCC(c2nn(CC(=O)N3CCc4ccccc43)c(=O)n2-c2cccs2)CC1,62
CS(=O)(=O)N1CCC(C(=O)Nc2cccc(Cl)c2Cl)CC1,65
COc1ccc(-c2nc(=NC(=O)c3ccco3)sn2-c2ccccc2)cc1,59
CSC(=NCc1ccc(-c2cccs2)s1)NC#N,63
# Later entries:
SMILES,RMI FANCM FP
CSC(SC)=C(C#N)c1nc2ccccc2s1,61
CCC(CC)C(=O)NCCOc1ccc2nnc(-c3ccc(F)cc3)n2n1,67
CN(c1ccccc1)S(=O)(=O)c1ccc(C(=O)Nc2ccccc2-c2nc3ccccc3[nH]2)cc1,61
Cn1c(SCC(=O)Nc2cccc(C(F)(F)F)c2)nnc1-c1ccc(=O)n(C)c1,81
COc1ccc(Cc2nnc(N)o2)cc1OC,61
CC(=O)ONC(=O)c1ccc([N+](=O)[O-])cc1,67
CC(C)=CCc1c(O)cc2oc(C)cc(=O)c2c1O,60
COc1ccc(N2CCn3c(SCC(=O)Nc4nc5ccccc5s4)nnc32)cc1,58
CCOC(=O)c1c(-c2ccc(C)o2)csc1NC(=O)c1ccc2c(c1)OCCO2,89
CSc1nc2ccc(NC(=O)c3ccc(Oc4ccc(C(=O)Nc5ccc6nc(SC)sc6c5)cc4)cc3)cc2s1,63
COc1ccc(NC(C)=O)cc1NC(=O)CC1CCCCN1S(=O)(=O)c1cccs1 (stereo unspecified),70
CSc1ccccc1-c1nnc(NC(=O)CCOc2ccccc2)o1,58
O=C(CSc1nnc(NC(=O)c2ccccc2F)s1)Nc1nccs1,79
FC(F)(F)c1cccc(-c2nn[nH]n2)c1,55
Nc1ccc(C(=O)/C(=C\c2cccc([N+](=O)[O-])c2)C(=O)c2ccc(-c3ccccc3)cc2)cc1,59
Cc1cc(NC(=O)c2cc3ccccc3oc2=O)n(-c2nc3c(F)cccc3s2)n1,66
COc1ccc(OCC(=O)Nc2ccc3c(c2)N(CCC(C)C)C(=O)C(C)(C)CO3)cc1,71
O=C(Cn1cc(-c2nnc(-c3ccccc3)o2)c2ccccc21)NC1CCCC1,100
CC(C)S(=O)(=O)c1cccc(C(=O)Nc2onc3c2CCC3)c1,54
COC(=O)c1ccccc1NC(=O)C1CCCN(c2ccc(-c3ccccc3)nn2)C1 (stereo unspecified),92
Cc1cn2c3c(=O)[nH]c(=O)n(C)c3nc2n1CCCN1CCC(C(N)=O)CC1,56
Cc1cc(NC(=O)/C=C\c2ccc3c(c2)OCO3)n(-c2nc3c(cnn3-c3ccc(F)cc3)c(=O)[nH]2)n1,67
CCOC(=O)c1c(NC(=O)c2ccc3ccccc3c2)sc(C)c1C,70
O=C(CO)c1ccc(F)cc1,53
CCOc1ccc(-c2nnc(NC(=O)c3ccc(Br)o3)o2)cc1,64
O=C(CSc1nnc(-c2sc3ccccc3c2Cl)o1)NC1CCCCC1,61
CCOC(=O)c1ccc(NC(=O)Cn2nc3ccc(SC(C)(C)C)nn3c2=O)cc1,69
Cc1cc(NNC(=O)Nc2ccc(Cl)cc2)nc2c1c(C)nn2C,55
CCOc1ccc(S(=O)(=O)N(C(=O)c2ccncc2)c2ccc(N(C(=O)c3ccncc3)S(=O)(=O)c3ccc(OCC)cc3)cc2)cc1,61
Cc1c(C(=O)O)c2cc(O)ccc2n1C,57
Cc1ccc(S(=O)(=O)Nc2ccccc2C(=O)N=c2sc3cc(C)ccc3n2C)cc1,55
CSc1ccc(Cc2nnc(NC(=O)c3cc4ccccc4o3)o2)cc1,65
O=C(O)CCCC(=O)Nc1cccc2ccccc12,65
C=CCNC(=S)NCc1ccccc1,66
Cc1noc(C)c1NC(=O)NC(c1ccccc1)c1ccccc1,55
Cc1ccc(N(C(=O)c2cccc([N+](=O)[O-])c2C)C(=O)N2CCCCC2)cc1,53
COc1ccc(CN2CCCN(Cc3ccc(OC)cc3)C2c2cccc3c2OCO3)cc1,61
NC(=O)c1nnc2ccccc2c1N,58
CC1CCc2c(sc3nc(SCC(=O)Nc4nsc(-c5ccc(Cl)cc5)n4)n(-c4ccccc4)c(=O)c23)C1 (stereo unspecified),70
CC(=O)c1sc(NC(=O)CCOc2ccccc2)nc1C,55

# Reformatted: 18 of the compounds above.
RMI FANCM FP,compound
70,CCOC(=O)c1c(NC(=O)c2ccc3ccccc3c2)sc(C)c1C
53,O=C(CO)c1ccc(F)cc1
64,CCOc1ccc(-c2nnc(NC(=O)c3ccc(Br)o3)o2)cc1
61,O=C(CSc1nnc(-c2sc3ccccc3c2Cl)o1)NC1CCCCC1
69,CCOC(=O)c1ccc(NC(=O)Cn2nc3ccc(SC(C)(C)C)nn3c2=O)cc1
55,Cc1cc(NNC(=O)Nc2ccc(Cl)cc2)nc2c1c(C)nn2C
61,CCOc1ccc(S(=O)(=O)N(C(=O)c2ccncc2)c2ccc(N(C(=O)c3ccncc3)S(=O)(=O)c3ccc(OCC)cc3)cc2)cc1
57,Cc1c(C(=O)O)c2cc(O)ccc2n1C
55,Cc1ccc(S(=O)(=O)Nc2ccccc2C(=O)N=c2sc3cc(C)ccc3n2C)cc1
65,CSc1ccc(Cc2nnc(NC(=O)c3cc4ccccc4o3)o2)cc1
65,O=C(O)CCCC(=O)Nc1cccc2ccccc12
66,C=CCNC(=S)NCc1ccccc1
55,Cc1noc(C)c1NC(=O)NC(c1ccccc1)c1ccccc1
53,Cc1ccc(N(C(=O)c2cccc([N+](=O)[O-])c2C)C(=O)N2CCCCC2)cc1
61,COc1ccc(CN2CCCN(Cc3ccc(OC)cc3)C2c2cccc3c2OCO3)cc1
58,NC(=O)c1nnc2ccccc2c1N
70,CC1CCc2c(sc3nc(SCC(=O)Nc4nsc(-c5ccc(Cl)cc5)n4)n(-c4ccccc4)c(=O)c23)C1 (stereo unspecified)
55,CC(=O)c1sc(NC(=O)CCOc2ccccc2)nc1C

# Next part
SMILES,RMI FANCM FP
CCc1cc2c(=O)c(Oc3ccc(F)cc3)c(C(F)(F)F)oc2cc1OCc1cnn(-c2ccccc2)c1,72
Cc1c(C(=O)NCc2ccc(N3CCN(C)CC3)cc2)cnn1-c1ccc(Cl)cc1,62&58
CC(C)C(=O)N1CCc2ccc(NC(=O)c3ccccc3C(F)(F)F)cc2C1,66
CCOC(=O)Cn1c(=O)c2c(nc3oc(C(C)(C)C)cn32)n(C)c1=O,55
COc1c(C)cnc2c1c(=O)n(CC#N)c(=O)n2C,67
Clc1ccc(CCNc2ncnc3nc[nH]c23)cc1,61
N/C(CC(=O)Nc1ccc(F)cc1F)=N\OC(=O)c1cccs1,46
CNC(=O)C1Cc2ccccc2N1C(=O)c1ccc([N+](=O)[O-])o1 (stereo unspecified),50
CSC(SC)=C1C(=O)OC(C)(C)OC1=O,64
COc1ccccc1-c1nnc2ccc(OCCNS(C)(=O)=O)nn12,69
COc1cc(C)c(Cl)cc1S(=O)(=O)Nc1ccccc1C(=O)O,60
Cc1ccccc1N=c1scc(-c2cccs2)n1CCCN1CCOCC1,51

# Screening results deposited in PubChem BioAssay by Small Molecule Screening Facility, UW Madison.

# Not all compounds are listed; the hit share may differ from the screen's.
